HT1080 IDH1KD tx: toxicity to HT-1080 IDH1 knockdown cells (counter line); HT-1080 IDH1 knockdown viability, ATP luminescence, 48 h; Potency, µM (doses to about 46.1 µM), for inactives: top-dose activity, negative = toxicity, hits mostly cytotoxic; hit rate 2% among 360,000; AID 686971;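 also: potency is read from the fitted curve at half-maximal effect; 0% = DMSO wells and -100% = cell-free medium wells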
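After a 2 h attachment period, IDH1KD HT-1080 cells took pin-transferred compound for 48 h at 37 °C; ATP-based luminescence after 10 min room-temperature reagent incubation reported viability.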
HEK293 tox: cytotoxic in the GLP-1 receptor inverse agonist counter-screen | AID 624418 | hit rate 0.13% among 410,000 | HEK293 cAMP-luciferase reporter cells, luminescence, 24 h | Potency, µM (highest dose often 38.3 µM), inactives show at the highest dose activity change, negative = inhibition, most hits filed as inhibitors;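 also: loss of luciferase light is scored as toxicity; potency is read from the fitted curve at half-maximal effect; % is scaled to controls: 0 for no effect and ±100 for the full control effect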
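MLSMR compounds, 24 hr on cells at 37 deg C/5% CO2; luminescence after luciferase reagent (12 min RT). Inhibition counted as the undesired cytotoxic outcome.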
MCF10A rereplic: inducers of DNA re-replication in MCF 10A breast cells; MCF 10A DNA re-replication, Hoechst nuclear intensity, 48 h; hit rate 2.9% among 350,000; Potency, µM (highest dose often 46.1 µM), without a hit: top-dose activity, positive = re-replication, most hits filed as activators; also: potency is read from the fitted curve at half-maximal effect; % of control where 0% means no effect; nearly all actives have a fitted effect of over 50% in size
SW480 rerep: induces DNA re-replication in SW480 colon adenocarcinoma cells. SW480 DNA re-replication, Hoechst DNA content imaging, 48 h. hit rate 1.8% among 340,000. Potency, µM (top dose mostly 46.1 µM), without a hit: at the highest dose re-replication activation, actives largely listed as activators; also: potency is read from the fitted curve at half-maximal effect; % of control where 0% means no effect; nearly all actives have a fitted effect of over 55% in size
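Image-based DNA-content assay: after two days of treatment, nuclei were labelled with the DNA dye Hoechst and imaged, and hits were compounds raising the count of nuclei showing high fluorescence intensity.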
HT1080-NT tox: kills 2HG-producing HT-1080-NT fibrosarcoma cells; HT-1080-NT fibrosarcoma viability, CellTiter-Glo ATP luminescence, 48 h; hit rate 1.6% among 360,000; Potency, µM (doses to about 46.1 µM), for inactives: top-dose activity, negative = less viability, hits mostly cytotoxic; AID 686970;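 also: NT is the 2HG producing partner of a matched IDH1 knockdown line; potency is read from the fitted curve at half-maximal effect; 0% = DMSO-treated cells and -100% = media-only wells without cells; nearly all actives have a fitted effect of over 55% in size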
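Fibrosarcoma NT cells, 750 per well in 5% FBS RPMI, were exposed to compound for 48 hours. Viability: CellTiter-Glo luminescence.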
DRD3 agonist: D3 dopamine receptor (human) agonism; P35462; hit rate 0.58% among 410,000; AID 652048; D3R DiscoveRx beta-arrestin cells, luminescence, 90 min; max activation, %; in the data active = max activation above about 30%; also: 0% is about no effect; mostly tested at two doses, the higher about 12 µM
Target sequence (P35462 whole entry, looked up): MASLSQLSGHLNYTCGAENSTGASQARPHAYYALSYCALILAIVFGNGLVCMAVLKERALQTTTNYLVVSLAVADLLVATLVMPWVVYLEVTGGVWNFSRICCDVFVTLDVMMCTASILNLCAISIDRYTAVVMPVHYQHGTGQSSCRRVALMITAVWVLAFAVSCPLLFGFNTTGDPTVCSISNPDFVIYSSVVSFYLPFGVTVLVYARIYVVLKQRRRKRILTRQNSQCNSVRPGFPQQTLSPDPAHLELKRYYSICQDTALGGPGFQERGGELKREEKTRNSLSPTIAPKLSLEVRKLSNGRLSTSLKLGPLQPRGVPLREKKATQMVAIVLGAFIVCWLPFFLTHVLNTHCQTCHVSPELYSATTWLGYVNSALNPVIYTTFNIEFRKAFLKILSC
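Cells at 1500/well, incubated overnight, then treated with pinned compounds (dopamine as control) for 90 min at 37 degrees C. DiscoveRx reagent added for 30 - 60 minutes at room temperature; luminescence read.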
KB-V1 cytotox: KB-V1 MDR subline cytotoxicity; KB-V1 MDR cells viability, CellTiter-Glo, 72 h; Potency, µM (doses to about 46.1 µM), for the others: top-dose activity change, negative = cytotoxicity, actives largely listed as cytotoxic; hit rate 3.4% among 400,000; also: potency is read from the fitted curve at half-maximal effect; % is scaled to controls: 0 for no effect and ±100 for the full control effect; nearly all actives have a fitted effect of over 60% in size
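Following 72 h at 37 degrees C with compound, KB-V1 cell viability was read by CellTiter-Glo luminescence, medium being phenol-red-free DMEM plus 10% FBS; concentration-response parameters came from normalized, curve-fitted qHTS data.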
IL-1B inflam inh: inflammasome signaling inhibition, IL-1 beta readout | THP-1 LPS/ATP IL-1B secretion, AlphaLISA, 16 h; active compounds read low | hit rate 4.7% among 360,000 | activity change, % at 57.5 µM; in the data active = activity change below about -50%; inconclusive = mostly about -30% to -49%; also: % is scaled to controls: 0 for no effect and ±100 for the full control effect
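Secreted IL-1B measured by AlphaLISA bead assay after 16 h compound exposure of THP-1 cells; compounds (final up to 57.5 uM) added 1 h before LPS (250 ng/mL) and ATP (1.25 mM) stimulation; lower signal means less secretion.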
KB-3-1 cytotox: kills parental KB-3-1 adenocarcinoma cells; Potency, µM (highest dose often 46.1 µM), inactives show at the top dose activity change, negative = cytotoxic, hits mostly cytotoxic; KB-3-1 viability, CellTiter-Glo ATP luminescence, 72 h; hit rate 1.4% among 400,000; also: potency is read from the fitted curve at half-maximal effect; % is scaled to controls: 0 for no effect and ±100 for the full control effect; nearly all actives have a fitted effect of over 60% in size
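Using CellTiter-Glo luminescence, growth of non-resistant KB-3-1 adenocarcinoma cells is assessed 72 h after pin-tool compound addition at 37 °C. Normalized responses across the concentration series yield fitted curves.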
* = called active by the depositor; ? = inconclusive; . = no result given; & = joins results of further samples; [ ] = dose if it differs, or a comment. Unless noted, calls follow the shape of the dose curve; as a rule, active = well fitted curve in the direction sought with a large enough effect; inconclusive = small, poorly fitted or top-dose-only effect, or another doubt; inactive = no such curve, though single readings can be large; an effect the other way counts as inactive or inconclusive. Rows are unselected. About 11% of those tested had a hit in this group.

SMILES	HT1080 IDH1KD tx	HEK293 tox	MCF10A rereplic	SW480 rerep	HT1080-NT tox	DRD3 agonist	KB-V1 cytotox	IL-1B inflam inh	KB-3-1 cytotox
CC(C)(C)N(NC(=O)c1ccccc1)C(=O)c1cccc(C(=O)N(NC(=O)c2ccccc2)C(C)(C)C)c1	-4%	15%	15%	2%	0%	-9	?	9	-5%
CN(C)CCCNc1ncnc2c1cnn2-c1ccccc1	-12%	-4%	4%	-9%	11%	-4	?	0	2%
CCOc1ccc(N(CC(=O)Nc2ccc(C)cc2)S(=O)(=O)c2c(C)[nH]c(=O)[nH]c2=O)cc1	3%	-5%	8%	-1%	-2%	-2	5%	-4	2%
O=C(CSc1nc2ccccc2[nH]1)Nc1ccc2[nH]c(=O)[nH]c2c1	-1%	-3%	-4%	-5%	-1%	-2	5%	0	?
COc1ccc(-c2cc(C(=O)N(C)Cc3ccccc3)no2)cc1OC	6%	-4%	-1%	9%	7%	-9	-25%	31	7%
CCC1CCCCN1S(=O)(=O)c1ccc(C(=O)Nc2nnc(-c3ccccc3Cl)o2)cc1 (stereo not drawn)	8.2µM*	-11%	?	?	?	8	?	36	?
Cc1nnc(SCC(=O)Nc2cc(C(N)=O)cc(C(N)=O)c2)n1-c1ccccc1	4%	-3%	4%	2%	4%	11	13%	30	4%
CCOC(=O)[C@H]1[C@H]2COc3ccc(OC)cc3[C@@H]2N2C(=O)c3cc(C)ccc3NC(=O)[C@@]12C	4%	7%	1%	-2%	5%	-8	-12%	-15	-25%
CCOC(=O)N/N=C/c1c(C)nn(-c2ccccc2Cl)c1Cl	5%	?	18%	10%	4%	-7	0%	-9	-7%
Cc1ccc(OCCn2cc(C=O)c3ccccc32)cc1	1%	-5%	?	-84%[inhibitor]	1%	0	-20%	-5	-18%
COC(OC)C12c3ccccc3C(c3ccccc31)C1C(=O)N(c3cccnc3)C(=O)C12 (stereo not drawn)	-13%	-24%	6%	11%	-6%	-3	-33%	-5	2%
O=C(Cc1ccc([N+](=O)[O-])cc1)Nc1ccc(C(=O)N2CCOCC2)cc1	1%	-4%	-1%	-5%[9.22 µM]	1%	-9	-17%	-23	7%
COc1cc2c(cc1OC)C(c1cccc(Br)c1)NC(=O)C2 (stereo not drawn)	-12%	1%	24%	-17%	-15%	9	-1%	-9	6%
O=C(c1cc2c(c(-c3cccc(-c4ccncc4)c3)n1)[C@H](CCO)N(C(=O)c1ccc3c(c1)OCO3)C2)N1CCOCC1	0%	7%	.	.	-2%	-3	5%	12	?
CSCCC(NC(=O)c1ccco1)C(=O)N(C)CC(=O)Nc1ccccc1Br (stereo not drawn)	2%	4%	3%	-4%	0%	5	?	4	11%
O=C(NC1C2CCCC1CN(C1CC1)C2)c1ccc(Cl)cc1 (stereo not drawn)	11%	-12%	6%	6%	15%	-11	6%	-19	-21%
COc1cc(C(=O)Nc2ccc(N3CCOCC3)cc2)ccc1OCc1c(C)noc1C	-1%	3%	-3%	2%	-17%	4	?	30	?
CC(C)n1c(SCC(=O)NC2CC2)nnc1-c1ccco1	7%	-3%	-1%	?	1%	-3	29%	27	20%
CCn1c(Cn2nnc(-c3ccccc3)n2)nnc1SCC(=O)Nc1cccc(C)c1C	-16%	-19%	6%	-5%	-1%	19	?	-13	4%
COc1ccc(CC(=O)N(Cc2ccccc2)C(C)C)cc1	-7%	-27%	-3%	3%	6%	0	0%	5	-2%

Taken from the results shown (3 entries):
SMILES	HT1080 IDH1KD tx	HEK293 tox	MCF10A rereplic	SW480 rerep	HT1080-NT tox	DRD3 agonist	KB-V1 cytotox	IL-1B inflam inh	KB-3-1 cytotox
O=C(Cc1ccc([N+](=O)[O-])cc1)Nc1ccc(C(=O)N2CCOCC2)cc1	1%	-4%	-1%	-5%[9.22 µM]	1%	-9	-17%	-23	7%
COc1cc2c(cc1OC)C(c1cccc(Br)c1)NC(=O)C2 (stereo not drawn)	-12%	1%	24%	-17%	-15%	9	-1%	-9	6%
O=C(c1cc2c(c(-c3cccc(-c4ccncc4)c3)n1)[C@H](CCO)N(C(=O)c1ccc3c(c1)OCO3)C2)N1CCOCC1	0%	7%	.	.	-2%	-3	5%	12	?

Following part:
SMILES	HT1080 IDH1KD tx	HEK293 tox	MCF10A rereplic	SW480 rerep	HT1080-NT tox	DRD3 agonist	KB-V1 cytotox	IL-1B inflam inh	KB-3-1 cytotox
Cc1[nH]c2ccc(C(=O)O)cc2c1C	11%	5%	23µM*	26µM*	5%	2	5%	9	2%
COc1ccc(CN(C(C)=O)c2ccccc2C(=O)O)cc1	17%	9%	5%	2%	10%	4	0%	0	2%
Cc1ccnc(SCC(=O)Nc2cc(C)on2)n1	1%	-17%	-1%	-8%	-2%	-12	0%	29	-3%
Cc1ccc(NC(=O)C2COc3ccccc3O2)nc1 (stereo not drawn)	-9%	9%	5%	-1%	2%	-3	-5%	17	1%
CCN(CC)CC(O)CN(c1ccccc1)S(=O)(=O)c1ccc2ccccc2c1 (stereo not drawn)	?	?	6%	?	?	-16	-11%	.	-14%
O=C(Nc1ccc(NC(=O)c2cccs2)cn1)c1ccco1	10%	0%	?	-6%	11%	-2	-11%	-10	-9%
CN(C)c1nc(SCCOC(=O)Nc2ccccc2)nc(N(C)C)n1	2%	4%	1%	-6%	0%	8	15µM*	-1	1%
CCCCC1=NN(C(=O)c2cccnc2)C(O)(C(F)(F)F)C1 (stereo not drawn)	-2%	1%	-2%	-12%	-8%	-18	-11%	23	2%
CC(=O)N(Cc1ccc(F)cc1)C1=C(NCCc2ccccc2)C(=O)c2ccccc2C1=O	5.2µM*	?	?	6.3µM*	5.8µM*	4	?	-79*	8.2µM*
O=C(Cc1ccccc1)Nc1ccc(NC(=O)c2ccco2)cc1Cl	-20%	-16%	28%	-3%	-14%	0	-8%	7	-4%
COc1cc(CC(NC(C)=O)C(=O)NC2CCN(C(=O)Nc3ccc(C)cc3)CC2)cc(OC)c1 (stereo not drawn)	11%	-11%	0%	?	5%	-4	8%	18	22%
CCOC(=O)C1C(=O)CC(C)(O)C(C(=O)OCC)C1c1cc(Br)ccc1OC (stereo not drawn)	0%	5%	0%	-3%	5%	-1	?	-4	-12%
COc1ccc(NC(=O)c2ccc(-n3cccn3)c([N+](=O)[O-])c2)cc1	3%	-1%	3%	-117%[inhibitor]	1%	-3	?	?	-1%
COc1ccc(Cn2nnnc2CN(Cc2cc3cc(C)ccc3[nH]c2=O)C2CCCC2)cc1	15%	-21%	23µM*	14%	0%	-3	16µM*	-61*	-5%
CCN(CC)CCn1c(NS(=O)(=O)c2ccc(Cl)cc2)nc2ccccc21	-1%	4%	12%	-31%	2%	-17	0%	-3	-9%
Cc1cccc(C(=O)N=c2c(C#N)cc3c(=O)n4cccc(C)c4nc3n2Cc2ccco2)c1	1%&-20%	291%[activator]	18µM*	23µM*	-2%&-2%	-8&0	9%&-23%	13&49	?
CCOC(=O)CSC1=C(C#N)C(c2ccccc2)C(C(C)=O)=C(C)N1 (stereo not drawn)	3%	73%[activator]	?	28%	10%	5	-9%	?	-1%
COc1cccc(C2c3[nH]c4ccccc4c3CCN2Cc2cccc(C)n2)c1 (stereo not drawn)	-15%	2%	3%	-1%	-11%	-1	-18%	-5	-14%
Cc1ccc(C)c(C(=O)O/N=C(\N)c2ccc(Br)cc2)c1	?	?	?	?	-13%	7	-26%	0	2%
CCOc1ncnc2c1sc1nc(C)cc(C)c12	16%	-1%	1%	-4%	14%	1	-2%	-18	14%
COc1cc(C(=O)NCC2(N(C)C)CCCCC2)ccc1OCc1ccccc1	9.2µM*	-27%	7%	-1%	?	-9	-19%	-17	-1%
COc1ccc(OC)c2[nH]c(=O)c(CCNC(=O)C(C)C)cc12	16%	6%	-5%	3%	12%	0	21%	-13	4%
CN(C)c1nc(N)nc(-c2cccnc2)n1	10%	5%	3%	-5%	19%	-3	9%	-5	13%
CC(=O)NCC1(O)CCCC(C)C1 (stereo not drawn)	15%	3%	-11%	-81%[inhibitor]	?	3	9%	-11	20%
CC(C)C1C(=O)N(Cc2cn(Cc3ccco3)nn2)CCS(=O)(=O)N1Cc1ccc(-c2ccc(Cl)c(Cl)c2)cc1 (stereo not drawn)	?	15%	.	.	?	8	13µM*	-23	-36%
O=C(O)CSCC(=O)N1N=C2/C(=C/c3ccccc3)CCCC2C1c1ccccc1 (stereo not drawn)	-2%	-7%	-10%	-3%	-8%	-11	-12%	2	-7%
Cc1cc(OCC(=O)NCc2ccccn2)c2c(C)c(Cc3ccccc3)c(=O)oc2c1	-1%	-12%	5%	-11%	4%	1	?	18	5%
Cc1ccc(C(C)C)c(OCC(=O)Nc2ccc3c(c2)nc(CN2CCCC2)n3C)c1	23µM*	?	?	10%	16µM*	-12	-5%	-50*	?
COc1ccc(N(CC(=O)N/N=C/c2ccc(F)cc2)S(=O)(=O)c2ccccc2)cc1	-11%	?	6%	5%	-8%	-5	?	-14	2%
CCOc1ccc(C2CC(=O)N(Nc3ccc([N+](=O)[O-])cc3[N+](=O)[O-])C2=O)cc1 (stereo not drawn)	-1%	16%	0%	-8%	5%	-13	0%	-14	4%
COc1ccc(C(=O)Nc2c3c(nn2-c2ccc(Cl)cc2)CS(=O)(=O)C3)cc1	-1%	0%	0%	-20%	0%	0	-14%	?	1%
Cn1c(=O)c2c(-c3ccc(Br)cc3)n(CCc3ccccc3)cc2n(C)c1=O	.	-8%	.	.	.	1	1%	.	3%
CCOC(=O)c1[nH]c2ccc(OC)cc2c1NC(=O)OC	8%	-4%	-5%	-8%	10%	-1	-19%	-5	-6%
COC(=O)c1ccc(CN2C(=O)NC3(CCCCC3)C2=O)cc1	2%	-7%	-2%	-9%	14%	-1	8%	19	-5%
Cc1cccc(NC(=O)c2sc3nc(C)nc(N4CCOCC4)c3c2C)c1	3%	2%	.	.	1%	1	0%	?	1%

From PubChem
